# Compound activity from PubChem.
# Tb MetRS inh – T. brucei MetRS inhibitors, primary screen, biochemical, luminescence | inhibition, % at 11.9 µM | actives 0.4% (n = 360,000) | purified T. brucei MetRS, ATP depletion, Kinase-Glo luminescence | methionyl-tRNA synthetase (Trypanosoma brucei brucei) | AID 624268, 2012;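 active = inhibition above a per-plate cutoff of the control wells' mean inhibition plus 3 SD, cut at about 5.5% in these data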;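 also: 0% = DMSO wells median and 100% = median of wells with control inhibitor compound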
#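 System: purified T. brucei MetRS enzyme / Detection: Kinase-Glo luciferase luminescence reporting remaining unconsumed ATP / Medium: HEPES buffer with MgCl2, KCl, DTT, spermine, BSA, pyrophosphatase / Replication: singlicate, one well per compound / Evaluation: percent inhibition relative to median high and low control wells / Schedule: 2 h aminoacylation at 25 °C after 15 min preincubation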
# LMPTP block – LMPTP phosphatase inhibitors, primary screen, biochemical, fluorescence intensity, uHTS; recombinant LMPTP-A, OMFP fluorogenic substrate; inhibition, % at 20 µM; actives 0.22% (n = 360,000); AID 651560, 2012;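 active = compounds that cut the enzyme signal by at least half of the control window in the single-dose screen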;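 also: plate controls were DMSO wells with enzyme plus substrate for no effect and substrate without enzyme for full effect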
# Target sequence (P24666 whole entry, looked up): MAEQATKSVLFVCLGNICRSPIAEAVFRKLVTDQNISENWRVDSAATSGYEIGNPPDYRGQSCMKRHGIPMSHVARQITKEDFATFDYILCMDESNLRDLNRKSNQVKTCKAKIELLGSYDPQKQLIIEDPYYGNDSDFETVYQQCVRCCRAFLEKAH
#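 test system = LMPTP-A | amount = 0.625 nM LMPTP-A final | reagent = fluorogenic phosphatase substrate OMFP at 400 µM final | incubation = 50 min at room temperature | benchmarks = no-enzyme low control, uninhibited high control | medium = Bis-Tris pH 6.0, DTT, detergent | signal = fluorescence intensity of OMFP turnover product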
# bovine MsrA act – bovine MsrA enzyme activators, primary screen, biochemical, absorbance, HTS. Methionine sulfoxide reductase A (Bos taurus). purified bovine MsrA, absorbance read-out. activation, % at 10.6 µM. actives 0.3% (n = 360,000). AID 602163, 2012; in the data active = activation above about 7.5%;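 also: 0% = vehicle and 100% = reference activator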
# SUMO1-SIM PPI – modulators of SUMO1 protein-protein interactions, primary screen, biochemical, uHTS | Small ubiquitin-related modifier 1 (Homo sapiens), P63165 | actives 0.33% (n = 360,000) | SUMO1 binding to a labelled peptide, TR-FRET, 1 h | inhibition, % at 20 µM; in the data active = inhibition above about 37%
# Target sequence (P63165 whole entry, looked up): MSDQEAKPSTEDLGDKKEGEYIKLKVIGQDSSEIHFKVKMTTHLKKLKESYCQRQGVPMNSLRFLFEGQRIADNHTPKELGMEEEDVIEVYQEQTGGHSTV
# CendR NRP1 mod – modulators of CendR peptide binding to NRP-1, primary screen, biochemical, fluorescence polarization, uHTS. FAM-RPARPAR peptide binding to NRP-1. inhibition, % at 25 µM. actives 0.85% (n = 360,000). AID 602438, 2012;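 active = inhibition or corrected inhibition above about 18%, plus a signal ratio from 0.5 to 1.5, limit read from the data, passing the limit was not always enough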; also: strong numbers were not always called active
# Scp1 inh – Scp-1 phosphatase inhibitors, primary screen, biochemical, colorimetric, uHTS; Carboxy-terminal domain RNA polymerase II polypeptide A small phosphatase 1 (Homo …; Recombinant Scp1, phosphopeptide, malachite green phosphate absorbance; inhibition, % at 20 µM; actives 0.88% (n = 340,000); AID 493091, 2011;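 active = inhibition above about 50% at 20 µM, limit read from the data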;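 also: plate controls were DMSO wells with enzyme for no effect and wells lacking enzyme for full effect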
# Target sequence (Q9GZU7 76-261 limits assumed): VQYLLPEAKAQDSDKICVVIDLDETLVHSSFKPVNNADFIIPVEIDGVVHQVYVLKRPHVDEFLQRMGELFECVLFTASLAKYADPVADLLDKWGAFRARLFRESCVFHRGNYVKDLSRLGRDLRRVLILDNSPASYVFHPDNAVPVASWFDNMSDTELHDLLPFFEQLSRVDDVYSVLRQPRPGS
#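 System: SCP-1 catalytic domain; Reagent: Phospho 17-mer peptide substrate; Doses: one concentration, 20 µM, with 1.0% DMSO; Incubation: 45 min room-temperature reaction, 5 min colour, 30 min stabiliser; Signal: Phosphate-binding colour reagent, absorbance read at 630 nm.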
# STEP inh – STEP phosphatase inhibitors, primary screen, biochemical, fluorescence intensity, uHTS; inhibition, % at 20 µM; actives 0.25% (n = 360,000); AID 588621, 2011; recombinant STEP, OMFP fluorogenic substrate; Tyrosine-protein phosphatase non-receptor type 5 (Homo sapiens), P54829;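 active = inhibition at 20 µM, scaled per plate between control wells, above about 37%, limit read from the data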;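 also: 0% = DMSO with enzyme and substrate and 100% = substrate only without enzyme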
# Target sequence (P54829 whole entry, looked up): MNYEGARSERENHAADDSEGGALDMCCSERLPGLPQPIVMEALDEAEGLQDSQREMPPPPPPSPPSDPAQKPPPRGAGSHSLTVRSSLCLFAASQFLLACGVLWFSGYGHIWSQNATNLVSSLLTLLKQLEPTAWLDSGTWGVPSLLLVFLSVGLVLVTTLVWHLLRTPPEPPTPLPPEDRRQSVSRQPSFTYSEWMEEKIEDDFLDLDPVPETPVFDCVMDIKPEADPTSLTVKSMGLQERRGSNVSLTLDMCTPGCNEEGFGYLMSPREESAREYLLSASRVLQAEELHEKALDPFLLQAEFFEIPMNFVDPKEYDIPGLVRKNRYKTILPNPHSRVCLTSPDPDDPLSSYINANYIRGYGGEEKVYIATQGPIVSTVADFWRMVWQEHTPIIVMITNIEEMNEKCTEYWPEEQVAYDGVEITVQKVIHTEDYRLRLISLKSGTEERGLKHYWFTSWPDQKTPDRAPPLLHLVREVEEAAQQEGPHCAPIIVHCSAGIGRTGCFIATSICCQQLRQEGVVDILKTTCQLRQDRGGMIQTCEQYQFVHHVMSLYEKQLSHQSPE
#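 Assay system: isolated STEP enzyme. Buffer or medium: pH 6.0 Bis-Tris with DTT and Tween 20. Also added: fluorogenic phosphatase substrate OMFP at 25 µM final. Dosing: 20 µM, 1% DMSO. Timing: 20 min reaction, room temperature, in the dark. Measured by: fluorescence intensity, excitation 480 nm, emission 540 nm. Evaluation: normalized % inhibition.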
# eLon inh – inhibitors of E. coli Lon protease, primary screen, biochemical, fluorescence polarization | P0A9M0 | purified E. coli Lon protease | inhibition, % at 7.94 µM | actives 0.42% (n = 360,000) | AID 602123, 2011; in the data active = inhibition above about 13%, passing the limit was not always enough;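 also: 0% = enzyme with probe and DMSO and 100% = no enzyme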
# DNMT1 inh – human DNMT1 methyltransferase inhibitors, primary screen, biochemical, molecular beacon, fluorescence, HinP1I cleavage, uHTS | DNA (cytosine-5)-methyltransferase 1 (Homo sapiens), P26358 | inhibition (reported as % activation of signal), % at 10 µM | actives 0.83% (n = 360,000); in the data active = inhibition above about 50%
# MsrA inh – bovine MsrA enzyme inhibitors, primary screen, biochemical, absorbance, HTS. purified bovine MsrA, absorbance read-out. inhibition, % at 15.5 µM. actives 0.75% (n = 360,000). AID 651718, 2012; in the data active = inhibition above about 4.5%;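 also: 0% = vehicle wells with enzyme and 100% = reference inhibitor wells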
# Starred values were filed as active, the others as inactive; nt = no result given. No enrichment for hits. About 4.3% of those tested had a hit in this group.
Structure,Tb MetRS inh,LMPTP block,bovine MsrA act,SUMO1-SIM PPI,CendR NRP1 mod,Scp1 inh,STEP inh,eLon inh,DNMT1 inh,MsrA inh
O=C1C2C3C=CC(C4CC34)C2C(=O)N1CCc1ccccc1 (stereo not drawn),-0.3,0.1,-6,0,4,-4,-2,2,1,-0.7
COc1ccc(N2CCN(CCC(N)=O)CC2)cc1,-1.3,-0.7,-6,3,2,0,4,-10,0,-0.5
COCC(=O)OCC(=O)Nc1cc(C(C)(C)C)nn1-c1ccccc1,-0.2,-2.2,-1,-3,15,-3,-4,-4,2,0.0
Cc1cc(N)n(-c2ncnc3scc(-c4ccccc4)c23)n1,-0.6,-1.6,-1,1,-6,-7,0,2,0,0.0
O=C(COc1nsnc1N1CCOCC1)Nc1cccc(Cl)c1,-0.2,-0.4,-4,-5,10,-9,4,-1,-1,-0.4
O=C(/C=C/c1c(F)cccc1Cl)N1CCc2ccccc2C1,-1.2,2.3,-2,1,9,-8,2,-6,-6,-0.8
COc1ccc(CC(=O)NNc2ncnc3c2cnn3C)cc1,-0.7,-1.7,3,0,-7,-8,-1,1,4,-1.1
COc1cccc(CN2CCN(C3CCN(c4cccc(C)c4C)CC3)CC2CCO)c1 (stereo not drawn),-0.8,0.5,-5,-2,-8,-2,4,-11,-4,-1.4
N#C/C(=C\c1cccc(OCC(=O)O)c1)c1nc2ccccc2[nH]1,0.7,0.9,-3,-1,-13,-8,-1,-21,0,0.2
CC1(C)Cc2c(c(-c3ccccc3)nc3[nH][nH]c(=O)c23)CO1,-1.0,-1.2,-7,27,10,-8,-1,-8,2,1.3
COc1ccc(OC)c(C2=NOC(C(=O)NCCN3CCOCC3)C2)c1 (stereo not drawn),-0.5,-1.1,-4,0,-7,-4,-2,2,7,0.6
CCCCOc1ccc([N+](=O)[O-])cc1C(=O)O,-0.8,2.8,-12,-15,10,3,2,-4,4,2.4
COC(=O)c1ccc(NC(=O)c2ccccc2)o1,-1.0,-2.6,0,2,-11,-5,-3,-9,-2,4.2
COc1ccc(/C=C(\NC(=O)c2ccc(OC)cc2)C(=O)Nc2cccc(C(=O)O)c2)cc1,-0.1,0.0,-2,-1,7,-6,0,-5,3,3.8
O=[N+]([O-])c1c(NCc2ccco2)ncnc1NCc1ccco1,-0.2,0.3,-3,-31,14,-4,2,9,2,2.7
CC1CCc2sc(C(=O)N(C)CC(=O)Nc3cccc(F)c3)cc2C1 (stereo not drawn),-0.1,1.5,-4,38,-17,-7,-2,16*,-2,0.6
Cc1cc(C)nc(N2N=C(C(F)(F)F)CC2=O)n1,-0.2,-1.8,-4,3,9,-7,1,4,4,0.0
CC(=O)N/C(=N\OCc1ccccc1Cl)c1nonc1NC(C)=O,-0.3,-0.2,-2,3,-17,-2,0,-11,4,0.1
CCCCN(CCCC)CCC(O)c1cc2c(Cl)cc(Cl)cc2c2cc(C(F)(F)F)ccc12 (stereo not drawn),-1.7,-3.2,-4,-1,3,6,9,-5,15,-0.3
Cc1ccc(Nc2c(-c3ccc(N4CCOCC4)cc3)nc3ncccn23)cc1C,-0.2,0.1,0,-15,-17,-2,0,-12,-11,0.5

# One compound at a time, as listed above. Screens in order: Tb MetRS inh, LMPTP block, bovine MsrA act, SUMO1-SIM PPI, CendR NRP1 mod, Scp1 inh, STEP inh, eLon inh, DNMT1 inh, MsrA inh
# Record of N#C/C(=C\c1cccc(OCC(=O)O)c1)c1nc2ccccc2[nH]1 → 0.7, 0.9, -3, -1, -13, -8, -1, -21, 0, 0.2
# Record of O=C1C2C3C=CC(C4CC34)C2C(=O)N1CCc1ccccc1 (stereo not drawn) → -0.3, 0.1, -6, 0, 4, -4, -2, 2, 1, -0.7

# (next part)
Structure,Tb MetRS inh,LMPTP block,bovine MsrA act,SUMO1-SIM PPI,CendR NRP1 mod,Scp1 inh,STEP inh,eLon inh,DNMT1 inh,MsrA inh
CN(c1ccccc1C(=O)N1CCc2ccccc2C1)S(C)(=O)=O,0.1,-0.6,-4,-1,-10,-5,2,-12,-6,0.1
COc1ccc(N2CCN(C(=O)c3ccc4c(c3)CC(c3ccccc3)OC4=O)CC2)cc1 (stereo not drawn),0.1,1.7,-1,7,6,-3,3,1,1,-0.2
O=S(=O)(c1ccccc1)c1cnc2ccccc2c1,-0.3,-1.0,-3,-4,26*,0,1,9,9,-1.3
CCC1OC(C(C)C)Cc2[nH][nH]c(=O)c21 (stereo not drawn),-0.8,-1.9,-2,2,1,nt,nt,-2,nt,-0.2
CCN(Cc1ccccc1)C(=O)c1c[nH]c2ccc(S(=O)(=O)N(C)CCC#N)cc2c1=O,0.0,-2.9,-6,10,11,1,-10,15,0,-0.6
O=S(=O)(c1ccccc1)N1CCC(Oc2ccc(-n3cnnn3)cc2)CC1,0.0,-0.4,-3,2,11,-8,0,17,1,2.6
C=C(C(=O)Nc1ccccc1)c1ccc(C)cc1,-0.5,-2.1,-10,3,4,0,0,-3,1,-0.8
C[C@@H]1CN([C@H](C)CO)C(=O)c2cc(Br)cnc2O[C@H]1CN(C)C,0.5,-1.3,-3,-2,-4,nt,-2,-4,0,-0.9
CCCN(CCC)CC(O)CN(c1ccccc1)S(=O)(=O)c1ccc(C)cc1 (stereo not drawn),-1.0,-1.1,-5,-3,-8,-4,-8,-4,1,-0.9
O=C(CN1CCCCC1)Nc1ccc(N2CCCCCC2)cc1,0.1,5.2,-2,1,-10,-5,-2,0,-13,1.0
Cc1cc2c(C)nc(N/N=C/c3ccc([N+](=O)[O-])cc3)nc2o1,-1.0,-0.5,-6,-22,-31,7,2,-9,1,-0.1
CCOC(=O)[C@]12CCC=C1N(Cc1ccccc1)C(=O)[C@H](CC(=O)NCC13CC4CC(CC(C4)C1)C3)C2,-0.4,4.0,0,7,4,nt,nt,4,nt,-1.1
COCCCNC(=O)c1cc2cc3cc(OC)ccc3nc2o1,-0.2,-0.6,0,-33,11,-4,-1,-2,-2,1.9
C=CCn1c(Cc2ccc(OC(C)C)c(Cl)c2)nnc1SCC(N)=O,-1.1,-1.0,-9,0,2,2,2,-7,2,0.0
O=C(CCCN1C(=O)/C(=C\c2cccs2)SC1=S)NNC(=O)c1ccncc1,-0.5,4.4,-4,-15,-22,-2,2,-5,0,1.6
Cn1c(=O)c2c(nc(Cl)n2CC(=O)N2CCCCC2)n(C)c1=O,-0.4,0.9,-5,8,-4,-7,8,8,0,0.1
CCC(C)N(C(=O)CSc1nnc(-c2ccco2)n1C)C1CCS(=O)(=O)C1 (stereo not drawn),-0.2,-0.5,-6,-4,6,-9,-2,-8,-1,-0.5
O=C(CCN1C(=O)C2C3C=CC(C3)C2C1=O)NCCc1ccccc1Cl (stereo not drawn),-0.3,0.2,-5,0,0,-8,-6,-10,18,-1.9
COc1ccc(C(=O)Nc2ccc(-c3n[nH]c(=S)o3)cc2)cc1,-0.9,-1.1,-2,16,4,-7,-1,-2,2,3.4
Cc1ccc(S(=O)(=O)Nc2nnc(C(C)(C)C)s2)cc1,-0.4,-0.4,-3,4,1,-4,6,3,-2,0.1
Cc1ccccc1OCCCC(=O)NCc1ccco1,-1.2,0.7,-3,0,0,3,-1,-3,-13,-0.8
O=C(Cc1cccc(C(F)(F)F)c1)Nc1ccccc1N1CCCC1,-0.5,0.7,-6,-3,0,10,1,3,0,1.2
Cn1nc(CSc2ccccc2)c(C=O)c1Cl,-0.5,-0.9,-4,0,12,-5,0,-5,2,-0.6
COc1cccc(C(=O)CN2C(=O)C(C)(C)Oc3ccc(C(=O)N4CCOCC4)cc32)c1,0.6,-0.8,-3,11,4,-7,-2,128*,0,0.5
COc1ccc(C(=O)n2nnc3ccccc32)cc1Br,0.3,-0.6,-2,3,0,-5,-1,-2,0,nt
CCOc1ccc(N(CC(=O)O)S(=O)(=O)c2ccc(OC)c(OC)c2)cc1,-0.7,0.0,-1,0,-2,-2,0,-2,0,-0.6
O=c1n(Cc2ccccc2Cl)c2sc3c(c2c2ncnn12)CCCC3,-0.6,-0.6,0,1,8,2,-2,-6,8,-0.1
CCN(CC)S(=O)(=O)c1ccc(N=Cc2c(C)c(C#N)c(=O)n(C)c2O)cc1,0.1,-0.7,-2,0,-12,-5,0,-12,1,5.1*
CCc1nc2ccc(C(=O)Nc3cccc(OCC(=O)N(C)C)c3)cn2c1N(CCN(C)C)CC1CC1,0.0,-1.2,-3,-4,-7,nt,2,3,3,0.1
Cc1[nH]c(C(=O)O)c(C)c1C(=O)OC(C)C,-0.4,-1.2,-7,-2,1,0,0,-22,2,2.0
O=C(Cc1ccccc1)NCC(=O)N1CCC2(CC1)NCCc1[nH]cnc12,-0.3,-2.0,-4,4,-5,16,-1,2,-1,0.5
CC1CCN(C(=O)COC(=O)Cn2cnc3c2c(=O)n(C)c(=O)n3C)CC1,-0.2,-0.2,-1,7,12,-6,0,-11,0,-0.4
CCCCCCCCC(=O)N/N=C(\C)c1ccc(O)cc1O,-0.4,1.4,-2,4,12,-10,-4,-4,5,1.6
COc1ccc(N(CC(=O)Nc2ccc(S(=O)(=O)N3CCCCC3)cc2)S(C)(=O)=O)cc1OC,-0.6,-0.3,-2,3,-3,-8,-1,-2,-6,-1.1
O=S(=O)(c1ccc(Cl)cc1)N1CCCN(c2nc3ccc(Cl)cc3s2)CC1,0.0,2.6,-3,4,0,-9,2,0,-1,-1.3
Cc1cc(NC(=S)NC(=O)CC(C)C)ccc1Br,0.0,1.4,-5,1,4,-7,1,-3,0,0.9
Cc1ccc([N+](=O)[O-])cc1NC(=O)CNC1CCCCC1,0.2,-0.7,-1,-9,-5,-10,-4,-3,2,-0.2
